# TcdB inh: inhibitors of Clostridioides difficile toxin B glycohydrolase | P18177 | TcdB glycohydrolase enzymatic assay, plate reader | inhibition, % at 9.99 µM | 0.24% of 350,000 active | AID 652162; in the data active = inhibition above about 10%
# Target sequence (P18177 whole entry, looked up): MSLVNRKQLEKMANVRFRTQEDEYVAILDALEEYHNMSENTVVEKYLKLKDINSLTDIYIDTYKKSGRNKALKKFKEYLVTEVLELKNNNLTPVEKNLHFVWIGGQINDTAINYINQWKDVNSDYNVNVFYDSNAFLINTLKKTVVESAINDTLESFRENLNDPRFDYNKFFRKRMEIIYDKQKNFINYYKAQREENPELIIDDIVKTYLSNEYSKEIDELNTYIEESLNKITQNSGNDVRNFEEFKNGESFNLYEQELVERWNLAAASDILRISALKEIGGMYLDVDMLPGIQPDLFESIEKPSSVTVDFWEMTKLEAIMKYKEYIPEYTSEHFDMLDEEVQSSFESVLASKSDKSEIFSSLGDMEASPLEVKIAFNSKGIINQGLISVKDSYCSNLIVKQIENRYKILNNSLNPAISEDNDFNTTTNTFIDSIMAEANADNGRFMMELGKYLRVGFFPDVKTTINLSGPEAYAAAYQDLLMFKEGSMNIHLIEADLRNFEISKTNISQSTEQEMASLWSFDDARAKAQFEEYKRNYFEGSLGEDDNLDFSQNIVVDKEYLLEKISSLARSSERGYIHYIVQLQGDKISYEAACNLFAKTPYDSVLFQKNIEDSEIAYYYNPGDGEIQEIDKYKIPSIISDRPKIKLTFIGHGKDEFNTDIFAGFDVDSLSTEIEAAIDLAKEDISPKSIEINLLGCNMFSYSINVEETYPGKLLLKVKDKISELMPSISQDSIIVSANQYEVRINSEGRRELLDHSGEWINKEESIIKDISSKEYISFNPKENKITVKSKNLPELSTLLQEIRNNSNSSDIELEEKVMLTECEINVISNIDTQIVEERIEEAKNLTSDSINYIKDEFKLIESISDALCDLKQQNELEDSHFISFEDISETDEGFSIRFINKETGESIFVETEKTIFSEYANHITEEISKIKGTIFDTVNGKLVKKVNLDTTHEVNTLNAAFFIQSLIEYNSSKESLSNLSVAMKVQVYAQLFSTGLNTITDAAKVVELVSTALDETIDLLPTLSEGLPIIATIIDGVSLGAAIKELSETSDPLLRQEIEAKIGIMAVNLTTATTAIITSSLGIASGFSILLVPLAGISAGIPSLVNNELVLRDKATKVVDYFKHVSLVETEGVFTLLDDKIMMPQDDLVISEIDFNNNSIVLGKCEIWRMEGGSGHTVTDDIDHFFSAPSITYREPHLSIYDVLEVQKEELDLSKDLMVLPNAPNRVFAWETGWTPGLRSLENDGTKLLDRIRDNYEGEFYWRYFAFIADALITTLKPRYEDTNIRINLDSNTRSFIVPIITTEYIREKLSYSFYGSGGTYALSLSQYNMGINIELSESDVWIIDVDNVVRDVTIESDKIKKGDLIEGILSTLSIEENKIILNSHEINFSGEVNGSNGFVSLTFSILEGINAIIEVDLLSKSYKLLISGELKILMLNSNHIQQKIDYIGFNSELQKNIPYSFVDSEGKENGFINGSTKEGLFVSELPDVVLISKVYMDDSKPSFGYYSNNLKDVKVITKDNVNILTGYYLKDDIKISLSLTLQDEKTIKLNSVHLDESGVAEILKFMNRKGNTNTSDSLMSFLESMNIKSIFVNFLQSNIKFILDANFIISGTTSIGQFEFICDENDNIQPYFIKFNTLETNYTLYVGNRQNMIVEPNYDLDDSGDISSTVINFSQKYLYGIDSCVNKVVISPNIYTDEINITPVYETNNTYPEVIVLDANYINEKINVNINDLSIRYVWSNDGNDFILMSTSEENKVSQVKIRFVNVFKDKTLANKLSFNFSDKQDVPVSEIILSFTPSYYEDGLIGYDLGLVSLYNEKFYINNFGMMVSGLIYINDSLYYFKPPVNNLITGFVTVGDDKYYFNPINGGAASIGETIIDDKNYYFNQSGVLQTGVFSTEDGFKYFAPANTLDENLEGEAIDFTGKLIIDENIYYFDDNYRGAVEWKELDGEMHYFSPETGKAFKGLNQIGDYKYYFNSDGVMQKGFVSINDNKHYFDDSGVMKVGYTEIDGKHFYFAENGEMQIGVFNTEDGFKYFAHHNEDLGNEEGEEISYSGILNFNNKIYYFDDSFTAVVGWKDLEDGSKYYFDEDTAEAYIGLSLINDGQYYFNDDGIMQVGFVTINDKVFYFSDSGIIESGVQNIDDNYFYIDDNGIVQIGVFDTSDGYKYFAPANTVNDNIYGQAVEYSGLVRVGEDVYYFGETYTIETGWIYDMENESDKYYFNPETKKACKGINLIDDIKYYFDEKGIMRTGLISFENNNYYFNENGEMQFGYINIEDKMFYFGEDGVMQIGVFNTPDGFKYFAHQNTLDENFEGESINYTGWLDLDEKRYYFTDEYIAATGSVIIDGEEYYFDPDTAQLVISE
# The depositor's hits bear a star; & = joins results of further samples.
# A first look:
SMILES,TcdB inh
O=C(C[C@@H]1CC[C@H]2[C@@H](COC[C@@H](O)CN2Cc2ccc(Cl)cc2)O1)NCc1cccc(F)c1,0.9
COc1ccccc1C#Cc1ccc2c(c1)[C@H]1[C@H](CCN1S(=O)(=O)c1cccc(C)c1)[C@@H](CO)N2,-0.4
C[C@@H]1CCCCO[C@@H](CN(C)S(=O)(=O)c2ccc(Cl)cc2)[C@H](C)CN([C@H](C)CO)C(=O)c2cc(NS(=O)(=O)c3cccs3)ccc2O1,0.2
Cc1cc(C(=O)Nc2cccc3c2O[C@H](CN(C)Cc2ccccc2)[C@@H](C)CN([C@@H](C)CO)C3=O)n(C)n1,-1.3
C[C@@H]1CN([C@H](C)CO)C(=O)c2cc(C3=CCCCC3)cnc2O[C@@H]1CN(C)C(=O)Cc1ccncc1,-1.2
COC(=O)[C@H]1[C@H](CO)[C@H]2Cn3c(ccc(-c4cccc(OC)c4)c3=O)[C@@H]1N2C(=O)c1cnccn1,0.2

# The whole of this part, previewed entries included:
SMILES,TcdB inh
O=C(C[C@@H]1CC[C@H]2[C@@H](COC[C@@H](O)CN2Cc2ccc(Cl)cc2)O1)NCc1cccc(F)c1,0.9
COc1ccccc1C#Cc1ccc2c(c1)[C@H]1[C@H](CCN1S(=O)(=O)c1cccc(C)c1)[C@@H](CO)N2,-0.4
C[C@@H]1CCCCO[C@@H](CN(C)S(=O)(=O)c2ccc(Cl)cc2)[C@H](C)CN([C@H](C)CO)C(=O)c2cc(NS(=O)(=O)c3cccs3)ccc2O1,0.2
Cc1cc(C(=O)Nc2cccc3c2O[C@H](CN(C)Cc2ccccc2)[C@@H](C)CN([C@@H](C)CO)C3=O)n(C)n1,-1.3
C[C@@H]1CN([C@H](C)CO)C(=O)c2cc(C3=CCCCC3)cnc2O[C@@H]1CN(C)C(=O)Cc1ccncc1,-1.2
COC(=O)[C@H]1[C@H](CO)[C@H]2Cn3c(ccc(-c4cccc(OC)c4)c3=O)[C@@H]1N2C(=O)c1cnccn1,0.2
COc1ccc(S(=O)(=O)N(C)C[C@H]2OCCCC[C@@H](C)Oc3ccc(NS(=O)(=O)c4cccs4)cc3C(=O)N([C@@H](C)CO)C[C@@H]2C)cc1,-1.3
CC(C)CC#Cc1cnc2c(c1)C(=O)N([C@H](C)CO)C[C@H](C)[C@H](CN(C)Cc1cccc(C(=O)O)c1)O2,0.6
CC(C)NC(=O)Nc1ccc2c(c1)CC(=O)N([C@H](C)CO)C[C@@H](C)[C@@H](CN(C)C(=O)Nc1ccc3c(c1)OCO3)O2,0.2
O=C(Cc1cccnc1)N1CCCCN2[C@H](C1)[C@@H](c1ccc(C#CC3CC3)cc1)[C@@H]2CO,-7.6
CC(C)(O)C#Cc1ccc([C@H]2[C@H]3CN(Cc4ccccc4F)CCCCN3[C@H]2CO)cc1,0.3
COc1ccc2c3c(n(C)c2c1)[C@H](CO)NCC31CN(C(=O)Nc2ccccc2F)C1,0.0
O=C(c1ccccn1)N1CC(=O)N2[C@H](CO)[C@H](c3ccc(C#Cc4ccccc4)cc3)[C@@H]2C1,0.0
O=S(=O)(c1ccc(-c2ccccc2)cc1)N1C[C@@H]2N[C@H](C1)C2c1ccc(-c2ccccc2)cc1 (some centres not stated),-0.7
C[C@@H]1CN([C@@H](C)CO)S(=O)(=O)c2ccc(-c3ccncc3)cc2O[C@@H]1CN(C)C(=O)c1ccc2c(c1)OCO2,0.6
COC(=O)C(CC#Cc1ccc2c(c1)[C@]1(C(=O)N2)[C@H](c2ccc(OCCO)cc2)N2[C@H](c3ccccc3)[C@H](c3ccccc3)OC(=O)[C@H]2[C@@H]1C(=O)N1CCc2cc(OC)c(OC)cc2C1)C(=O)OC,-1.4
COc1ccc(CN(C)C[C@@H]2Oc3ccc(NC(=O)Cc4ccccc4)cc3C(=O)N([C@H](C)CO)C[C@H]2C)cc1,1.4
CC(C)C#Cc1ccc2c(c1)O[C@@H](CN(C)Cc1ccccc1)[C@H](C)CN([C@H](C)CO)S2(=O)=O,-0.3
CCCC#Cc1ccc([C@H]2[C@H](C#N)N(C(=O)C3CC3)[C@H]2CO)cc1,-1.3
O=C(N[C@H]1CC[C@@H](CC(=O)N2CCCCC2)O[C@@H]1CO)c1ccccn1,-1.9
COCC(=O)N1[C@H](CO)[C@@H](c2ccc(-c3ccccc3OC)cc2)C12CN(C(C)=O)C2,0.4
O=C(NCC[C@H]1CC[C@H](NC(=O)c2ccccc2F)[C@@H](CO)O1)c1ccc2c(c1)OCO2,0.5
COc1ccccc1C#Cc1ccc([C@@H]2[C@@H](C#N)N(C(=O)C3CCCC3)[C@@H]2CO)cc1,-4.7
CCC(=O)N(C)C[C@H]1Oc2cc(-c3cccc(C#N)c3)ccc2S(=O)(=O)N([C@@H](C)CO)C[C@@H]1C,-0.4
C[C@H](CO)N1C[C@H](C)[C@@H](CN(C)Cc2ccccc2)Oc2ncc(-c3cccc(F)c3)cc2C1=O,-1.7
COCCNC(=O)[C@H]1[C@H](CO)[C@H]2Cn3c(ccc(-c4ccccc4F)c3=O)[C@H]2N1C(=O)C1CC1,-0.6
N#C[C@@H]1[C@H](c2ccc(C3=CCCC3)cc2)[C@H](CO)N1C(=O)C1CC1,-0.5
COc1ccc(S(=O)(=O)N(C)C[C@@H]2Oc3ccc(NC(=O)Nc4cccc5ccccc45)cc3CC(=O)N([C@@H](C)CO)C[C@@H]2C)cc1,-0.1
C[C@@H]1CCCCO[C@@H](CN(C)CC2CC2)[C@H](C)CN([C@@H](C)CO)C(=O)c2cc(NC(=O)Nc3ccccc3)ccc2O1,-0.8
C[C@H]1CN([C@@H](C)CO)C(=O)Cc2cc(NC(=O)Cc3ccccc3)ccc2O[C@H]1CN(C)C(=O)NC1CCCCC1,-1.3
CC(C)NC(=O)N(C)C[C@@H]1Oc2c(NC(=O)c3ccc(-c4nccs4)cc3)cccc2C(=O)N([C@@H](C)CO)C[C@H]1C,-2.3
C[C@@H]1CCCCO[C@@H](CN(C)S(=O)(=O)c2ccc(Cl)cc2)[C@@H](C)CN([C@@H](C)CO)C(=O)c2cc(NC(=O)Nc3ccc4c(c3)OCO4)ccc2O1,0.5
Cc1noc(C)c1NC(=O)Nc1ccc2c(c1)C(=O)N([C@@H](C)CO)C[C@H](C)[C@H](CN(C)C(=O)NC(C)C)O2,0.6
CO[C@@H]1CN(C)C(=O)c2ccc(NC(C)=O)cc2OC[C@H](C)N(C(=O)c2cccnc2)C[C@H]1C,0.3
O=C(C[C@H]1CC[C@@H](NC(=O)Nc2ccc(F)cc2)[C@H](CO)O1)NCc1ccccn1,0.8
C[C@@H]1CN([C@@H](C)CO)C(=O)c2cc(-c3ccccc3)cnc2O[C@@H]1CN(C)C(=O)Nc1ccc2c(c1)OCO2,-0.7
C/C=C/c1ccccc1[C@H]1[C@@H](CO)N(S(=O)(=O)c2cccc(F)c2)[C@H]1C#N,0.0
Cc1noc(C)c1NC(=O)Nc1ccc2c(c1)C(=O)N([C@H](C)CO)C[C@@H](C)[C@H](CN(C)Cc1ccc(C(F)(F)F)cc1)OCCCC[C@H](C)O2,0.2
COc1ccc(S(=O)(=O)N(C)C[C@H]2Oc3ccc(NS(=O)(=O)c4ccc(C)cc4)cc3C(=O)N([C@@H](C)CO)C[C@H]2C)cc1,0.5
C[C@@H]1CN([C@@H](C)CO)C(=O)c2cc(N(C)C)ccc2O[C@@H]1CN(C)C(=O)Nc1cccc2ccccc12,-7.0
C[C@@H]1CCCCO[C@@H](CN(C)C(=O)Cc2ccccc2)[C@H](C)CN([C@@H](C)CO)C(=O)c2cc(NC(=O)Nc3ccc(C(F)(F)F)cc3)ccc2O1,0.5
CO[C@H]1CN(C)C(=O)c2ccc(NC(=O)C3CCC3)cc2OC[C@H](C)N(C(=O)NC(C)C)C[C@@H]1C,-5.4
CCCNC(=O)N1C[C@H]2[C@@H](c3ccccc31)[C@H](CO)N2Cc1ccc2c(c1)OCO2,1.3
O=C(O)[C@@H]1[C@@H](CO)[C@@H]2Cn3c(ccc(-c4ccccc4F)c3=O)[C@@H]2N1Cc1ccccc1,0.9
COc1ccc(CN2C[C@@H](O)COC[C@H]3O[C@H](CC(=O)N4CCc5ccccc5C4)CC[C@@H]32)cc1,-0.1
CCCNC(=O)N1CC2(CN(C(=O)c3cccc(F)c3)C2)c2c([nH]c3cc(OC)ccc23)[C@@H]1CO,1.5
COc1ccc(NC(=O)O[C@H]2[C@H](OC(=O)Nc3ccccc3)[C@H](OC(=O)Nc3ccccc3)[C@@H](OC)O[C@@H]2CO)cc1,-0.3
C[C@@H]1CN([C@@H](C)CO)S(=O)(=O)c2ccc(-c3ccc(C#N)cc3)cc2O[C@H]1CN(C)C(=O)Nc1cc(F)ccc1F,-2.3
COc1ccc(NC(=O)Nc2ccc3c(c2)C(=O)N([C@H](C)CO)C[C@H](C)[C@@H](CN(C)C(=O)Nc2cccc4ccccc24)OCCCC[C@@H](C)O3)cc1,0.1
C/C=C/c1cnc2c(c1)C(=O)N([C@@H](C)CO)C[C@H](C)[C@@H](CN(C)C(=O)NC1CCCC1)O2,0.6
O=C(Nc1ccccc1)N1C[C@@H]2[C@H](c3ccccc31)[C@H](CO)N2CC1CCCC1,-1.0
COc1ccc(C(=O)N2CCC[C@@H]2C(=O)N2CCC[C@@H]2C(=O)NCc2ccccc2)cc1F,1.5
CNC[C@H]1Oc2c(NC(=O)C3CCOCC3)cccc2C(=O)N([C@@H](C)CO)C[C@@H]1C,0.9
C[C@H](CO)N1C[C@H](C)[C@@H](CN(C)C(=O)c2ccncc2)OCCCC[C@H](C)Oc2ccc(NS(C)(=O)=O)cc2C1=O,0.3
CCS(=O)(=O)NCC[C@@H]1CC[C@@H](NC(=O)C2CC2)[C@@H](CO)O1,-0.8
O=C(C[C@@H]1C=C[C@H](NC(=O)C2CCC2)[C@@H](CO)O1)NCc1ccccc1Cl,-3.7
C[C@@H]1CCCCO[C@H](CN(C)Cc2ccc(Cl)c(Cl)c2)[C@@H](C)CN([C@@H](C)CO)C(=O)c2cc(NC(=O)C3CCCCC3)ccc2O1,0.7
C[C@H](CO)N1C[C@H](C)[C@H](CN(C)Cc2ccc(-c3ccccc3)cc2)Oc2ncc(C#CCN(C)C)cc2C1=O,0.8
O=C(C[C@@H]1CC[C@@H](NC(=O)Nc2ccccc2F)[C@H](CO)O1)NCc1ccc(Cl)cc1,0.3
N#C[C@@H]1[C@H](c2ccccc2C2=CCCCC2)[C@@H](CO)N1C(=O)NC1CCCCC1,-0.3
# (further entries)
SMILES,TcdB inh
OC[C@@H]1[C@H](c2ccc(/C=C/c3ccccc3)cc2)[C@H]2CN(Cc3cccnc3)CCCCN12,1.9
O=C(Nc1ccc(Cl)c(Cl)c1)N[C@H]1CC[C@@H](CCNC(=O)c2ccc(F)cc2)O[C@H]1CO,-1.6
COc1ccccc1-c1cnc2c(c1)C(=O)N([C@H](C)CO)C[C@H](C)[C@H](CN(C)Cc1cccnc1)O2,0.0
Cc1ccc(S(=O)(=O)Nc2ccc3c(c2)C(=O)N([C@@H](C)CO)C[C@H](C)[C@H](CN(C)CC2CCCCC2)OCCCC[C@@H](C)O3)cc1,0.3
C[C@@H]1CN([C@@H](C)CO)C(=O)c2cc(NC(=O)Nc3ccccc3)ccc2O[C@@H]1CN(C)Cc1ccc(Oc2ccccc2)cc1,0.5
COc1ccc(-c2cnc3c(c2)C(=O)N([C@@H](C)CO)C[C@H](C)[C@@H](CN(C)C(=O)CN(C)C)O3)cc1,0.1
C[C@H]1CN([C@@H](C)CO)C(=O)c2ccccc2-c2ccccc2CO[C@H]1CN(C)S(C)(=O)=O,0.4
C/C=C/c1ccc([C@H]2[C@@H](CO)N3C(=O)CN(S(=O)(=O)c4ccccc4)C[C@H]23)cc1,-0.1
O=C(NC1CCCC1)C(c1ccccc1)n1c(-c2cccs2)nc2ccccc21 (configuration not stated),1.4
Cc1ccccc1-c1ccc([C@H]2[C@H]3CN(C(=O)c4cccnc4)CCCCN3[C@H]2CO)cc1,-1.2
O=C(CCN1CCCCC1)N[C@H]1C=C[C@H](CC(=O)N2CCC(Cc3ccccc3)CC2)O[C@H]1CO,-3.1
COCC#Cc1ccc2c(c1)O[C@H](CN(C)C(=O)Nc1ccc(OC)cc1)[C@@H](C)CN([C@@H](C)CO)S2(=O)=O,-1.0

# A different layout for part of the listing above.
molecule | TcdB inh
OC[C@@H]1[C@H](c2ccc(/C=C/c3ccccc3)cc2)[C@H]2CN(Cc3cccnc3)CCCCN12 | 1.9
COCC#Cc1ccc2c(c1)O[C@H](CN(C)C(=O)Nc1ccc(OC)cc1)[C@@H](C)CN([C@@H](C)CO)S2(=O)=O | -1.0
C/C=C/c1ccc([C@H]2[C@@H](CO)N3C(=O)CN(S(=O)(=O)c4ccccc4)C[C@H]23)cc1 | -0.1

# The results go on.
SMILES,TcdB inh
C[C@@H]1CN([C@H](C)CO)C(=O)c2cccc(NC(=O)C3CCCCC3)c2O[C@@H]1CN(C)CC1CCCCC1,1.6
CCCNC(=O)C[C@@H]1CC[C@H]2[C@@H](COC[C@H](O)CN2C(=O)Nc2c(C)noc2C)O1,-0.5
COc1ccccc1NC(=O)N[C@H]1C=C[C@H](CC(=O)N[C@@H](C)c2ccccc2)O[C@@H]1CO,-0.1
Cc1ccc(-c2cnc3c(c2)C(=O)N([C@H](C)CO)C[C@H](C)[C@@H](CN(C)S(C)(=O)=O)O3)cc1,0.8
COc1ccccc1-c1ccc2c(c1)[C@@H]1[C@@H](CCN1S(=O)(=O)c1cn(C)cn1)[C@@H](CO)N2,0.2
C[C@H]1CN([C@@H](C)CO)C(=O)CCCn2nncc2CO[C@@H]1CN(C)Cc1ccc2cccnc2c1,0.5&-0.7
Cc1ccc(-c2ccc([C@@H]3[C@H](CO)N4CCCCN(C(=O)c5ccncc5)C[C@@H]34)cc2)cc1,-0.1
C/C=C/c1ccc2c(c1)O[C@@H](CN(C)C(=O)NCCC)[C@H](C)CN([C@H](C)CO)S2(=O)=O,2.6
O=C(C1CCOCC1)N1C[C@H]2[C@@H](c3ccccc31)[C@@H](CO)N2Cc1ccc(Cl)cc1,0.1
C[C@H]1CN([C@@H](C)CO)C(=O)c2cc(NC(=O)CCN3CCOCC3)ccc2O[C@H]1CN(C)Cc1ccc(Oc2ccccc2)cc1,0.2

# Source: PubChem BioAssay (Broad Institute)

# These rows are one share of the data; rates above refer to the full screens.
